Compound activity from PubChem.
Growth percent in the NCI-60 one-dose screen (48 h, 10 µM unless noted): 100 = growth as untreated, 0 = no growth, -100 = all killed.
MALME-3M – MALME-3M melanoma | 78,000 compounds, 5.8% hits | AID 1794766
MDA-MB-435 – MDA-MB-435 melanoma. 82,000 compounds, 7.8% hits
SK-MEL-28 – SK-MEL-28 melanoma. 81,000 compounds, 4.1% hits. AID 1794761
SK-MEL-5 – SK-MEL-5 melanoma; 80,000 compounds, 6.4% hits; AID 1794755
UACC-257 – UACC-257 melanoma. 78,000 compounds, 4.4% hits
LOX IMVI – LOX IMVI melanoma | 79,000 compounds, 7.4% hits | AID 1794757
UACC-62 – UACC-62 melanoma; 81,000 compounds, 5.4% hits; AID 1794756
SK-MEL-2 – SK-MEL-2 melanoma; 77,000 compounds, 4.7% hits
Numbers without * were called inactive; nt = no result given; & = joins results of further samples; [ ] = dose if it differs, or a comment. The calls were made as follows: active = growth percent below 10; inactive = the rest. Compounds as they come. Share with any hit: about 13%.

SMILES	MALME-3M	MDA-MB-435	SK-MEL-28	SK-MEL-5	UACC-257	LOX IMVI	UACC-62	SK-MEL-2
OC(CCC(O)(c1ccccc1)c1ccccc1)(c1ccccc1)c1ccccc1	100.4	69.9	111.8	90.6	82.8	71.4	62.2	97.5
COc1cc(-c2nn(C(C)(C)C)cc2-c2ccnc(NCCCNS(=O)(=O)c3ccccc3)n2)ccc1Cl	84.0	84.0	93.0	72.7	95.1	62.7	78.4	89.6
Nc1nc2c(s1)C(c1ccc(OC3CCCC3)cc1)CC(=O)N2 (configuration not stated)	105.3	88.6	99.2	86.9	84.8	101.9	82.8	nt
O=[N+]([O-])c1cccc(C2c3ccccc3Oc3ccccc32)c1	100.9	98.1	107.1	99.4	103.7	85.8	86.1	107.2
N#C/C(=C\c1ccc(-c2ccc(Cl)cc2Cl)o1)C(=O)c1c[nH]c2ccccc12	98.7	104.5	108.8	97.5	100.3	93.9	93.8	98.5
COc1cc(C(=O)NCc2ccccc2OCCN(C)C)cc(OC)c1OC	105.3	106.2	109.4	101.4	103.3	97.0	99.7	100.0
COc1ccc(C2CC(c3ccc4c(c3)OCO4)=NN2C(N)=S)cc1 (configuration not stated)	nt	94.3	105.3	87.1	95.4	92.1	78.6	93.9
O=c1[nH]cnc2c1C(c1ccc([N+](=O)[O-])cc1)c1sc3c(F)cccc3c1O2 (configuration not stated)	96.4	34.5	85.7	96.8	97.7	68.2	66.0	87.1
Nc1ccccn1	138.8	110.6	106.8	109.3	104.9	102.1	107.6	111.0
C=C(C)[C@@H]1CC=C2c3sc(-c4ccc(C(F)(F)F)cc4)nc3C[C@@H](C)[C@]2(C)C1	96.1	100.5	105.2	102.8	107.6	96.9	80.8	109.2
COc1ccc2c(c1)CCc1cnoc1-2	nt	101.0	119.6	109.0	114.2	94.6	108.8	106.4
O=C(Cn1cccc(Nc2ccccc2)c1=O)Nc1ccccc1	nt	97.3	104.1	nt	99.6	nt	93.6	121.2
CC1CC2C3CCC4=CC(=O)CCC4(C)C3CCC2(C)C1(O)C(=O)CO (configuration not stated)	nt	115.2	108.9	103.8	114.3	nt	108.2	99.2
O=C(O)c1nc(-c2cccc(Br)c2)nc2c(F)cccc12	103.5	105.4	104.7	101.1	106.9	97.5	100.9	112.5
CCCCCNC(=O)COc1ccc(CCN2CCn3c(nc4c3c(=O)n(C)c(=O)n4C)C2)cc1	100.2	97.8	100.9	73.6	nt	95.8	80.5	78.6
Cc1ccc(/C=C/c2c(C(=O)c3ccccc3)c(C)nc3ccccc23)cc1	114.8	107.4	113.7	96.9	104.3	90.9	87.4	101.2
O=C(c1ccccc1)N(CCN1CCOCC1)C(=O)c1ccccc1	108.1	105.5	111.4	102.2	nt	96.0	nt	103.5
CN1C/C(=N\N=C(N)N)N(C)C1=O	96.7	101.7	104.7	101.8	99.6	98.4	90.4	108.7
Cc1ccc(N=Nc2cc(S(=O)(=O)O)c3ccccc3c2O)c(C)c1	98.4	104.0	108.4	97.9	91.6	95.4	93.7	96.7
Nc1c(Br)cc(Br)c2c1-c1ccc([N+](=O)[O-])cc1C2	117.6	97.6	101.2	92.4	103.0	96.1	93.6	115.4

Some of these compounds in order of molar mass, smallest number first:
SMILES	MALME-3M	MDA-MB-435	SK-MEL-28	SK-MEL-5	UACC-257	LOX IMVI	UACC-62	SK-MEL-2
O=C(O)c1nc(-c2cccc(Br)c2)nc2c(F)cccc12	103.5	105.4	104.7	101.1	106.9	97.5	100.9	112.5
Cc1ccc(N=Nc2cc(S(=O)(=O)O)c3ccccc3c2O)c(C)c1	98.4	104.0	108.4	97.9	91.6	95.4	93.7	96.7
O=c1[nH]cnc2c1C(c1ccc([N+](=O)[O-])cc1)c1sc3c(F)cccc3c1O2 (configuration not stated)	96.4	34.5	85.7	96.8	97.7	68.2	66.0	87.1
CCCCCNC(=O)COc1ccc(CCN2CCn3c(nc4c3c(=O)n(C)c(=O)n4C)C2)cc1	100.2	97.8	100.9	73.6	nt	95.8	80.5	78.6

Reprinted at random: 2 records from the list.
SMILES	MALME-3M	MDA-MB-435	SK-MEL-28	SK-MEL-5	UACC-257	LOX IMVI	UACC-62	SK-MEL-2
CN1C/C(=N\N=C(N)N)N(C)C1=O	96.7	101.7	104.7	101.8	99.6	98.4	90.4	108.7
Nc1c(Br)cc(Br)c2c1-c1ccc([N+](=O)[O-])cc1C2	117.6	97.6	101.2	92.4	103.0	96.1	93.6	115.4

(cont.)
SMILES	MALME-3M	MDA-MB-435	SK-MEL-28	SK-MEL-5	UACC-257	LOX IMVI	UACC-62	SK-MEL-2
CC(=C(c1ccc(OCCN2CCCC2)cc1)c1ccc(OCCN2CCCC2)cc1)c1ccc(Cl)cc1	-85.9*	-89.7*	-82.5*	-94.9*	-73.6*	-86.5*	-64.7*	-2.5*
OCc1cccc(F)c1	106.2	98.6	115.8	92.6	100.7	76.8	84.7	2.3*
Cc1ccc(N2CC(O)CSC2=Nc2ccccc2)cc1 (configuration not stated)	99.3	84.3	103.4	97.4	104.8	90.0	78.5	89.4
CCCCOS(=O)(=O)c1ccccc1	94.5	95.8	126.1	116.7	105.7	97.1	nt	99.9
C[C@@H](Oc1cc(-c2cnn(C3CC4(CNC4)C3)c2)cnc1N)c1c(Cl)ccc(F)c1Cl	48.5	41.0	58.9	nt	8.6*	11.5	53.0	32.6
Cc1noc2cccc(O)c12	104.0	110.0	111.3	100.2	104.8	90.5	104.2	100.2
Cc1ccc([C@@H]2C[C@@H]3Cc4cc(OC(F)(F)F)ccc4N2O3)s1	103.3	98.4	104.9	97.8	99.0	104.2	95.3	106.9
COC(=O)[C@H]1CCCCN=Cc2c(O)c(O)c(C(C)C)c3cc(C)c(c(O)c23)-c2c(C)cc3c(C(C)C)c(O)c(O)c(c3c2O)C=N1	96.9	102.4	104.2	103.6	nt	91.2	107.2	100.9
Cc1sc2nc(N3CCCCC3)[nH]c(=O)c2c1C	100.2	103.0	103.0	96.9	89.1	99.0	97.5	nt
O=C1N(Cl)C(=O)C(c2ccc(Cl)cc2)(c2ccc(Cl)cc2)N1Cl	99.0	98.2	107.4	105.6	98.8	91.6	92.8	89.2
CC(O)C(=O)O (configuration not stated)	106.7&110.3	94.2&103.2	109.0&107.0	101.9&105.1	90.9&106.4	105.4&108.2	101.4&101.7	120.9&109.8
C#CCOC(=O)[C@]1(C)CCC[C@@]2(C)[C@H]1CC(C=O)=C1C=C(C(C)C)CC[C@@H]12	98.2	99.4	100.9	100.7	102.8	93.9	81.7	94.1
CCCCCCCCCCCCCCCC[N+](C)(C)CCCNS(=O)(=O)c1cccs1	105.3	105.5	104.1	106.5	105.9	103.8	91.4	112.1
CCCCOC(=O)c1ccccc1C(=O)c1ccccc1	90.8	112.1	115.5	99.0	93.5	nt	100.3	97.4
N#CC1(C#N)C(c2cc(=O)[nH]c(=O)[nH]2)OC23CCCCC2C1(C#N)C(=N)O3 (configuration not stated)	104.3	96.3	106.9	102.4	110.6	100.9	89.9	107.0
CCCCCCCC(CO)CO	115.9	101.9	103.0	97.7	94.1	98.4	96.6	101.4
C=C1C(=O)O[C@@H]2[C@H]3[C@H](COC(=O)CC(C)C)[C@@H](OC(C)=O)C[C@H]3C(=C)[C@@H](O)C[C@@H]12	75.2	82.2	94.1	92.3	70.8	72.7	71.5	79.9
CCOC(=O)[C@]1(C)C(=O)N2c3cc(O)cc4c3[C@H](C(C)=C[C@@]2(CC)C1=O)[C@@H](C)[C@@H]4O[C@H]1CC[C@@H](O)[C@@H](C)O1	116.9	101.7	108.5	104.2	96.5	nt	82.4	107.5
COc1cc(C)c2c(=O)c3c(oc2c1)C(=O)c1c(O)c(OC)cc(O)c1C3=O	-23.8*	16.3	nt	-43.8*	54.0	3.6*	22.5	-25.7*
CN(C)CCN1c2ccccc2Oc2ccccc21	109.4	101.9	105.6	98.2	97.7	91.6	nt	91.0
CCCCCc1ccc(S(=O)(=O)Nc2cccc(-c3csc(N4CCN(CCO)CC4)n3)c2)cc1	74.2	77.5	95.4	81.7	86.2	51.7	56.7	102.3
O=C(CCBr)N1CCN(C(=O)CCBr)CC1	97.1	96.8	129.5	nt	103.2	103.1	85.1	111.2
O=C/C(=C/c1ccccc1)c1ccccc1	94.1&107.1	106.2	105.2&107.8	107.8&102.1	91.9&100.9	98.5&90.1	112.1&105.6	91.6&99.4
CN(C)CCOC(=O)C(C)(C)C	105.2	104.4	26.0	104.9	92.5	105.4	93.3	102.9
COC(=O)CCCCCC[C@@H]1[C@@H](/C=N/NC(=O)c2ccncc2)[C@H](OC(=O)c2ccccc2)C[C@@H]1O	95.9	99.4	108.6	97.1	71.8	93.9	90.4	96.9
COc1ccc(-c2cc(-c3nnc(SC/C(=N/O)c4ccccc4)o3)c3ccccc3n2)cc1OC	124.5	83.4	91.8	47.4	92.3	93.3	66.6	78.6
COc1ccc(-c2nc(SCCC(C)C)nc(NC3CC3)c2C#N)cc1	131.2&117.8	133.3&99.1	126.4&100.0	103.7&93.4	105.1&95.0	95.5&86.1	81.7&64.4	111.8&104.5
COc1ccc(C(=O)n2nc(CC(=O)NCCc3ccccc3)nc2N)cc1	nt	109.1	108.4	117.9	113.4	106.8	106.4	101.7
O/N=C1/CCSc2ccccc21	91.2	96.8	111.1	99.2	105.0	97.8	108.5	89.3
COC(=O)C(Cc1ccc(O)cc1)n1cc(COc2nc(Cl)nc(Nc3ccc(N4CCOCC4=O)cc3)n2)nn1 (configuration not stated)	97.3	104.1	106.4	102.4	103.3	nt	94.5	104.1
O=C(NC(=S)Nc1cccc(O)c1)c1ccco1	108.7	103.9	120.8	99.1	111.0	104.6	100.0	110.5
CC[C@H](Nc1ncnc2nc[nH]c12)c1nc(CCCCCC(=O)OC)c2ccccc2n1	95.6	105.5	109.1	96.6	69.5	83.5	96.9	96.4
Cc1nc2sc(C(=O)Nc3ccc(F)c(Cl)c3)c(N)c2c(C)c1Br	86.3	98.6	100.5	95.2	97.1	104.1	95.4	82.9
COc1cccc(/C=C/C(=O)c2ccc(NC(=O)c3cc4cc5ccccc5nc4s3)cc2)c1	48.5	93.9	103.3	95.2	103.0	78.9	91.0	101.7
[O-][n+]1onc(-c2ccccc2)c1COc1ccc(Nc2ncnc3c2cnn3-c2ccccc2)cc1	103.7	104.6	101.7	98.9	102.9	90.0	95.1	104.4
CCCCCCCCOC(=O)c1ccccn1	116.7	115.5	107.2	104.2	107.1	91.7	99.4	102.9
COc1ccc(-c2nc(Nc3nc4ccccc4o3)nc3c2C(=O)CC(C)(C)C3)c(O)c1	99.9	99.2	102.7	102.8	95.5	86.8	102.7	111.8
C#CC1(NC(=S)Nc2cccc(OC)c2)CCCCC1	93.4	99.7	96.5	94.9	104.2	97.5	103.6	108.0
COc1ccc(NC(=O)C2CC3C=CC2C3)c([N+](=O)[O-])c1 (configuration not stated)	116.1	101.8	98.1	96.0	98.1	95.3	96.5	104.5
Cc1[nH]c(-c2cccc(N)c2)c2c1C(=O)CCCC2	74.6	67.1	88.8	74.4	71.7	54.4	41.2	80.3

Some entries already given with just MALME-3M, UACC-62 and UACC-257.
mol | MALME-3M | UACC-62 | UACC-257
COc1ccc(C2CC(c3ccc4c(c3)OCO4)=NN2C(N)=S)cc1 (configuration not stated) | nt | 78.6 | 95.4
CC(=C(c1ccc(OCCN2CCCC2)cc1)c1ccc(OCCN2CCCC2)cc1)c1ccc(Cl)cc1 | -85.9* | -64.7* | -73.6*

New compounds follow
SMILES	MALME-3M	MDA-MB-435	SK-MEL-28	SK-MEL-5	UACC-257	LOX IMVI	UACC-62	SK-MEL-2
COc1ccc(C(=O)N2CCN(C(=O)c3cc(OC)c(OC)c(OC)c3)CC2)cc1OCCCN1C(=O)c2cccc3cccc(c23)C1=O	141.2	97.8	112.1	97.6	113.4	96.1	83.9	81.8
NC(=O)NCCO	97.4	101.4	113.0	98.0	97.8	97.7	95.5	108.1
O=S(=O)(NCCCNc1cc(-c2cn(-c3ccccc3)nc2-c2cccc(O)c2)ccn1)c1ccccc1	37.2	52.3	nt	15.4	nt	17.0	50.1	74.6
COc1ccc(S(=O)(=O)Nc2cc(/C=C\c3cc(OC)c(OC)c(OC)c3)cc(OC)c2OC)cc1OC	84.1	-66.5*	52.5	23.7	72.0	48.2	37.3	36.6
NS(=O)(=O)c1ccc(C(=O)NN2C(=O)C3C(C2=O)C2(Cl)C(Cl)=C(Cl)C3(Cl)C2(Cl)Cl)cc1 (configuration not stated)	100.7	101.0	106.2	99.8	99.7	98.0	93.9	107.8
CC(C)Sc1nc(-c2ccc(Br)cc2)c(C#N)c(N2CCCCC2)n1	94.1	95.7	105.0	101.5	108.9	107.8	82.6	108.4
CC(C)C(N)CO (configuration not stated)	118.6	94.0	106.0	106.0	104.3	108.3	110.4	114.0
O=C(CCC(=O)c1nc2ncccc2[nH]1)NN1C(=O)CSC1c1ccc(Cl)cc1 (configuration not stated)	93.0	99.7	109.2	104.4	105.4	91.4	90.3	106.1
Cc1ccc(CC(N)C(=O)O)c(C)c1 (configuration not stated)	107.4	101.2	105.5	101.5	83.2	103.9	nt	90.7
Cc1ccccc1NC(=O)CN1CCc2nc3sc(C(=O)Nc4ccccc4C)c(N)c3cc2C1	87.3[8 µM]	103.6[8 µM]	96.3[8 µM]	93.2[8 µM]	109.5[8 µM]	102.7[8 µM]	79.8[8 µM]	98.9[8 µM]
O=C(N/N=C/c1ccc(Cl)cc1)c1cc(-c2nc3ccccc3[nH]2)nc2ccccc12	104.4	92.1	99.1	97.1	100.9	102.7	92.9	97.4
CN1C(=O)N2CN3CCCN(C3)CN3C(=S)NC1C23 (configuration not stated)	112.0	106.0	118.9	100.5	87.6	98.7	101.5	108.0
Cc1ccccc1Nc1nc(N)[nH]c(=O)c1N=O	105.0	113.1	109.2	102.4	108.5	101.9	103.7	109.9
C=CC(CO)N(CC)CC (configuration not stated)	104.3	103.0	107.1	101.9	nt	106.7	102.9	107.5
NS(=O)(=O)c1ccc(-n2nccc2-c2cc3cc(Br)ccc3oc2=O)cc1	99.0	98.1	111.5	106.6	105.2	98.4	90.4	111.0
CN(C)c1ccc(/C=C/c2ccnc3ccccc23)cc1N	68.0	38.6	83.8	13.6	58.7	71.4	63.3	67.5
